Screens (PubChem)
HGIII-sPLA2 inh – human group III sPLA2 inhibitors, primary screen, biochemical, QFRET, BODIPY PC-A2 liposome substrate; inhibition, % at 12.2 µM; AID 743126, 2013; QFRET BODIPY PC-A2 liposome hydrolysis, fluorescence; 370,000 tested, 0.56% active;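 active means inhibition above mean plus 3 SD of compounds lying within the high and low control bounds, cut at about 19% in these data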;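 further: 0% = median of test compound wells and 100% = no enzyme DMSO wells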
DAX1 inh-1 – DAX1 (NR0B1) inhibitors on StAR promoter, primary screen, cell-based, luminescence, SF-1 (NR5A1), full-length DAX-1. HEK293T StAR-luciferase reporter, SF-1/DAX-1 repression relief. inhibition, % at 6.8 µM. 370,000 tested, 1.1% active. AID 652010, 2013;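 active means inhibition above the mean over all tested compounds plus 3 SD, cut at about 3.6% in these data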;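 further: 0% = DAX-1 cells with DMSO and 100% = cells lacking DAX-1 with DMSO; higher inhibition means more luminescence from relief of DAX-1 repression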
SMARCA2 activ – SMARCA2 (BRM) function activators, primary screen, cell-based, luminescence, high throughput; activation, % at 9.1 µM; AID 652017, 2013; 370,000 tested, 1% active; MG213 cells, MMTV-luciferase reporter, dexamethasone, overnight; in the data active means activation above about 7.8%;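 further: 0% = vehicle wells and 100% = reference activator wells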
hcDAF-12 act – H. contortus DAF-12 nuclear receptor activators, primary screen, cell-based, luminescence, HEK293, lit1-tk-luc reporter | HEK293 hcDAF-12 lit1-tk-luc reporter; 0% DMSO, 100% Δ7-dafachronic acid | activation, % at 6.8 µM | 370,000 tested, 1.4% active | AID 652067, 2013;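 active means activation above the mean of all tested compounds plus 3 SD, cut at about 5.5% in these data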;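 further: 100% = response to 3 µM Δ7-dafachronic acid high control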
DAX1 inh-2 – DAX1 (NR0B1) inhibitors, primary screen, cell-based, HEK293, Gal4-DAX1, luciferase luminescence; Nuclear receptor subfamily 0 group B member 1 (Homo sapiens), P51843; HEK293 Gal4-DAX1 luciferase reporter; 340,000 tested, 0.99% active; AID 504766, 2011; inhibition, % at 6.75 µM;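 active means inhibition above the mean over all tested compounds plus 3 SD, cut at about 4.2% in these data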;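 further: 0% = DAX1-transfected cells with DMSO and 100% = empty-vector control cells with DMSO; inhibition shows as a rise in luminescence from relieved DAX1 repression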
Target sequence (P51843 207-470 limits assumed): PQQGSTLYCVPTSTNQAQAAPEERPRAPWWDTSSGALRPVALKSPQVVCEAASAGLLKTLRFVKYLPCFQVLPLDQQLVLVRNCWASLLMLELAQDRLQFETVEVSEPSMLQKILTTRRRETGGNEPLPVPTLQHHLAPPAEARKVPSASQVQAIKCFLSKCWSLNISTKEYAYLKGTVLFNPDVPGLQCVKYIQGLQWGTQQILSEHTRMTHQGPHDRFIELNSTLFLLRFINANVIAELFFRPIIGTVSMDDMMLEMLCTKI
FXN GAA850 act – FXN promoter activators, primary screen, cell-based, luciferase luminescence, HEK293 lucGAA850; HEK293 lucGAA850 FXN promoter luciferase reporter, 24 h; percent of 10 µM SAHA response; activation, % at 6 µM; 360,000 tested, 0.56% active;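 active means activation above the average of all compounds screened plus 3 SD, cutoff fixed separately per campaign, cut at about 7.5% in these data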;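 further: 0% = DMSO wells and 100% = 10 µM SAHA wells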
ssDAF12 agonist – S. stercoralis DAF-12 nuclear receptor activators, primary screen, cell-based, luminescence, HEK293, GRIP1 co-expression, lit1-tk-luc. HEK293 ssDAF-12/GRIP1 lit1-tk-luc reporter; % of 3 µM dafachronic acid response. Nuclear hormone receptor DAF-12 (Strongyloides stercoralis). activation, % at 6.8 µM. 370,000 tested, 1% active;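 active means activation above the mean over all tested compounds plus 3 SD, cut at about 0.9% in these data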;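 further: 0% = DMSO-only wells and 100% = 3 µM delta7-dafachronic acid wells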
PG9 binder – binders of HIV-1 gp120 antibody PG9, primary screen, biochemical, TR-FRET | HIV-1 gp120 / PG9 antibody interaction | TR-FRET gp120-PG9 antibody binding | inhibition, % at 6.7 µM | 360,000 tested, 0.43% active | AID 624416, 2012; in the data active means inhibition above about 8.5%
NR1D1 modulator – modulators of Rev-erb alpha DNA binding, primary screen, biochemical, FITC-DNA, fluorescence polarization, uHTS | AID 1259318, 2017 | 370,000 tested, 0.79% active | activity, % at 10 µM | Nuclear receptor subfamily 1 group D member 1 (Homo sapiens), P20393 | Rev-erbα–FITC-DNA binding, 90 min;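 active means activity above about 14%, limit read from the data; passing the limit was not always enough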;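 further: 0% = DMSO wells with 35 nM protein and 100% = DMSO wells with 750 nM protein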
Target sequence (P20393 whole entry, looked up): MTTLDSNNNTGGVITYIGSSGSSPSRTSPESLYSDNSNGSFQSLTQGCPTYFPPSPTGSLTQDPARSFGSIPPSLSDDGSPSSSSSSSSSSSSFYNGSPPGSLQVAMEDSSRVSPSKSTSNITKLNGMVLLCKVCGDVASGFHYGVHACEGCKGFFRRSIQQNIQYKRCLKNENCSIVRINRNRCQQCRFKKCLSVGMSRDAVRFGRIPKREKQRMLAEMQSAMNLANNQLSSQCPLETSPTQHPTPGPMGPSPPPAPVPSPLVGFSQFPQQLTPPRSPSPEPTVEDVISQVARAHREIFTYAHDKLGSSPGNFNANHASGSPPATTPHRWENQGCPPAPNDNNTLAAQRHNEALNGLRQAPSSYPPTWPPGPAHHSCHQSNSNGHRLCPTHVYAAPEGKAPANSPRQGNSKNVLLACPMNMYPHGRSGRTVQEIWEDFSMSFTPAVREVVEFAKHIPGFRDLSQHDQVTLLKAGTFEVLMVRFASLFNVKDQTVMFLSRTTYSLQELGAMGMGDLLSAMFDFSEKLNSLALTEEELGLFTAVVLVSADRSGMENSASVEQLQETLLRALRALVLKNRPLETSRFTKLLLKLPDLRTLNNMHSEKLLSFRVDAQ
PLCb3 inh – human PLC-beta3 inhibitors, primary screen, biochemical, fluorescence; 1-phosphatidylinositol 4,5-bisphosphate phosphodiesterase beta-3 (Homo sapiens), Q01970; Purified PLC-beta3, fluorogenic substrate; inhibition, % at 12.2 µM; 370,000 tested, 0.18% active; AID 720704, 2013; in the data active means inhibition above about 11%;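 further: 0% = median of compound wells on plate and 100% = full blocker control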
hgDAF-12 ag – H. glycines DAF-12 receptor agonists, primary screen, cell-based, luminescence, HEK293, GAL4 fusion, UAS-luciferase; Nuclear hormone receptor DAF-12 (Heterodera glycines), GAL4 fusion; HEK293 GAL4-hgDAF12 UAS-luciferase reporter, agonist luminescence; normalized to butyrate control; activation, % at 6.8 µM; 370,000 tested, 1.8% active; AID 687014, 2013;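 active means activation above a cutoff set at the mean of all screened compounds plus 3 SD, cut at about 10% in these data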;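 further: 0% = DMSO wells and 100% = sodium butyrate wells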
Starred values were filed as active, the others as inactive. No enrichment for hits, and some 7% of all compounds hit somewhere here.

What do the screens show for `COc1cc(NC(=O)c2cc(OC)c(OC)c(OC)c2)cc(-n2cnnn2)c1`?
HGIII-sPLA2 inh: -4; DAX1 inh-1: -0.4; SMARCA2 activ: -3; hcDAF-12 act: -1.2; DAX1 inh-2: -0.1; FXN GAA850 act: 0.9; ssDAF12 agonist: -1.0; PG9 binder: 1.6; NR1D1 modulator: -1; PLCb3 inh: -6; hgDAF-12 ag: -0.4

How did Cc1nn(Cc2noc(C(=O)NCc3ccc4c(c3)OCO4)n2)c(C)c1Br do in these assays?
HGIII-sPLA2 inh: -11; DAX1 inh-1: 0.3; SMARCA2 activ: -3; hcDAF-12 act: -1.9; DAX1 inh-2: 0.9; FXN GAA850 act: 0.6; ssDAF12 agonist: -1.1; PG9 binder: 0.7; NR1D1 modulator: 3; PLCb3 inh: -7; hgDAF-12 ag: -1.1

Results for Cc1c(C(=O)NCCCN2CCOCC2)sc2ncnc(N3CCN(c4ccccc4)CC3)c12 ?
HGIII-sPLA2 inh: -3; DAX1 inh-1: -0.7; SMARCA2 activ: 2; hcDAF-12 act: -1.4; DAX1 inh-2: -0.9; FXN GAA850 act: 3.0; ssDAF12 agonist: -1.1; PG9 binder: -1.8; NR1D1 modulator: -1; PLCb3 inh: -10; hgDAF-12 ag: -3.0

What do the screens show for `CCc1ccccc1NC(=O)N[C@@H](C)C(=O)OC`?
HGIII-sPLA2 inh: 4; DAX1 inh-1: 0.4; SMARCA2 activ: 3; hcDAF-12 act: -0.5; DAX1 inh-2: 0.2; FXN GAA850 act: -1.2; ssDAF12 agonist: -1.4; PG9 binder: -1.0; NR1D1 modulator: -4; PLCb3 inh: 6; hgDAF-12 ag: -2.1

How did CCCCn1c(N)c(N(CCOC)C(=O)CN2C(=O)C3CCCCC3C2=O)c(=O)[nH]c1=O (stereo unspecified) do in these assays?
HGIII-sPLA2 inh: 9; DAX1 inh-1: 0.6; SMARCA2 activ: -3; hcDAF-12 act: -1.8; DAX1 inh-2: -0.5; FXN GAA850 act: -0.1; ssDAF12 agonist: -1.5; PG9 binder: -1.9; NR1D1 modulator: -5; PLCb3 inh: -5; hgDAF-12 ag: -3.0

How did CCOC(=O)C1=CCN(S(=O)(=O)c2ccccc2F)C1c1cccc(C)c1 (stereo unspecified) do in these assays?
HGIII-sPLA2 inh: -3; DAX1 inh-1: 0.8; SMARCA2 activ: 0; hcDAF-12 act: -2.4; ssDAF12 agonist: -1.3; PG9 binder: 1.1; NR1D1 modulator: -4; PLCb3 inh: -6; hgDAF-12 ag: 0.0

Results for COc1ccc(-c2csc(N)n2)cc1F ?
HGIII-sPLA2 inh: 2; DAX1 inh-1: 2.3; SMARCA2 activ: 3; hcDAF-12 act: 1.6; DAX1 inh-2: 4.8*; FXN GAA850 act: 3.7; ssDAF12 agonist: -1.4; PG9 binder: -2.3; NR1D1 modulator: -9; PLCb3 inh: -2; hgDAF-12 ag: 3.7

How did Cc1ccccc1-n1ncc2c([N+](=O)[O-])cc([N+](=O)[O-])cc21 do in these assays?
HGIII-sPLA2 inh: 8; DAX1 inh-1: -1.8; SMARCA2 activ: -2; hcDAF-12 act: -3.1; DAX1 inh-2: -0.5; FXN GAA850 act: 3.1; ssDAF12 agonist: -1.7; PG9 binder: -0.6; NR1D1 modulator: 1; PLCb3 inh: -1; hgDAF-12 ag: -3.7

What do the screens show for `CCCCc1ccc(CC(=O)Nc2cc(S(=O)(=O)N3CCOCC3)ccc2O)cc1`?
HGIII-sPLA2 inh: -44; DAX1 inh-1: -0.4; SMARCA2 activ: -1; hcDAF-12 act: 0.0; DAX1 inh-2: 0.7; FXN GAA850 act: 0.5; ssDAF12 agonist: -0.7; PG9 binder: 0.1; NR1D1 modulator: -5; PLCb3 inh: -13; hgDAF-12 ag: 1.8

What do the screens show for `CC(=O)N1c2ccccc2C(=O)OC1c1cccnc1` (stereo unspecified)?
HGIII-sPLA2 inh: 1; DAX1 inh-1: 2.1; SMARCA2 activ: 1; hcDAF-12 act: -0.2; DAX1 inh-2: 2.4; FXN GAA850 act: 0.3; ssDAF12 agonist: -1.0; PG9 binder: -1.6; NR1D1 modulator: -1; PLCb3 inh: 1; hgDAF-12 ag: 0.8

What do the screens show for `O=C(N/C(=C\c1ccc(Br)cc1)C(=O)N1CCCC1)c1cccs1`?
HGIII-sPLA2 inh: 2; DAX1 inh-1: 0.5; SMARCA2 activ: -3; hcDAF-12 act: -0.9; DAX1 inh-2: -0.4; FXN GAA850 act: -0.1; ssDAF12 agonist: -1.5; PG9 binder: 1.1; NR1D1 modulator: 5; PLCb3 inh: -6; hgDAF-12 ag: -3.6

What do the screens show for `CCOC(=O)CSc1nnc(CNc2ccc(Cl)cc2)n1Cc1ccccc1`?
HGIII-sPLA2 inh: -12; DAX1 inh-1: 0.0; SMARCA2 activ: 1; hcDAF-12 act: -0.8; DAX1 inh-2: -0.7; FXN GAA850 act: 2.5; ssDAF12 agonist: -1.2; PG9 binder: 1.9; NR1D1 modulator: -1; PLCb3 inh: 4; hgDAF-12 ag: -2.8

How did COc1cccc(CNC(=O)CCC2CCCN(C(=O)c3cccc(Cl)c3)C2)c1 (stereo unspecified) do in these assays?
HGIII-sPLA2 inh: 5; DAX1 inh-1: -0.3; SMARCA2 activ: -5; hcDAF-12 act: -2.1; DAX1 inh-2: -1.4; FXN GAA850 act: 1.9; ssDAF12 agonist: -2.1; PG9 binder: 1.1; NR1D1 modulator: -2; PLCb3 inh: -6; hgDAF-12 ag: -2.6

How did CCN(CC)CCCN(Cc1cc2cc3c(cc2[nH]c1=O)OCCO3)C(=O)Nc1ccccc1 do in these assays?
HGIII-sPLA2 inh: -5; DAX1 inh-1: -0.7; SMARCA2 activ: 2; hcDAF-12 act: 2.3; DAX1 inh-2: 1.5; FXN GAA850 act: 3.1; ssDAF12 agonist: -1.1; PG9 binder: -0.7; NR1D1 modulator: -5; PLCb3 inh: -25; hgDAF-12 ag: -1.0

What do the screens show for `O=C(CCSc1ccccc1)N1CCCC1`?
HGIII-sPLA2 inh: -1; DAX1 inh-1: 1.6; SMARCA2 activ: 3; hcDAF-12 act: 1.2; DAX1 inh-2: 1.5; FXN GAA850 act: 7.3; ssDAF12 agonist: -0.9; PG9 binder: -1.9; NR1D1 modulator: 5; PLCb3 inh: 0; hgDAF-12 ag: 8.6

Results for O=C(c1ccc2c(c1)OCO2)C1CCCN(Cc2cc(F)ccc2-n2cccn2)C1 (stereo unspecified) ?
HGIII-sPLA2 inh: -1; DAX1 inh-1: -0.5; SMARCA2 activ: 2; hcDAF-12 act: -0.7; DAX1 inh-2: -0.6; FXN GAA850 act: -0.8; ssDAF12 agonist: -1.8; PG9 binder: 0.5; NR1D1 modulator: 6; PLCb3 inh: -6; hgDAF-12 ag: -0.3

Results for NC(=O)c1nn(-c2ccccc2)nc1NC(=O)CN1CCCC1 ?
HGIII-sPLA2 inh: 1; DAX1 inh-1: 0.3; SMARCA2 activ: -1; hcDAF-12 act: 0.5; DAX1 inh-2: 1.9; FXN GAA850 act: 1.4; ssDAF12 agonist: -0.9; PG9 binder: -0.6; NR1D1 modulator: -4; PLCb3 inh: -19; hgDAF-12 ag: -1.3

Results for O=C(/C=C/c1ccco1)N(Cc1ccc(Cl)cc1)C1CCS(=O)(=O)C1 (stereo unspecified) ?
HGIII-sPLA2 inh: -4; DAX1 inh-1: -0.2; SMARCA2 activ: -3; hcDAF-12 act: -1.7; DAX1 inh-2: -0.2; FXN GAA850 act: -0.7; ssDAF12 agonist: -0.7; PG9 binder: 1.6; NR1D1 modulator: -2; PLCb3 inh: -17; hgDAF-12 ag: -2.2

What do the screens show for `Cc1sc2nc(SCC(=O)NCc3ccco3)n(-c3ccccc3)c(=O)c2c1C`?
HGIII-sPLA2 inh: -5; DAX1 inh-1: -0.9; SMARCA2 activ: -2; hcDAF-12 act: -3.0; DAX1 inh-2: 0.2; FXN GAA850 act: 0.9; ssDAF12 agonist: -1.4; PG9 binder: 51*; NR1D1 modulator: 102*; PLCb3 inh: -1; hgDAF-12 ag: 1.1

Results for O=C(N/N=C\c1cn[nH]c1-c1ccccc1)c1cccnc1 ?
HGIII-sPLA2 inh: -1; DAX1 inh-1: 0.8; SMARCA2 activ: 4; hcDAF-12 act: 2.2; DAX1 inh-2: -0.1; FXN GAA850 act: -0.4; ssDAF12 agonist: -0.6; PG9 binder: -2.0; NR1D1 modulator: -5; PLCb3 inh: 1; hgDAF-12 ag: 1.3

What do the screens show for `CC1=C(C(=O)O)N2C(=O)C(NC(=O)c3nn(C)cc3Cl)C2SC1` (stereo unspecified)?
HGIII-sPLA2 inh: 2; DAX1 inh-1: -0.5; SMARCA2 activ: 0; hcDAF-12 act: 0.0; DAX1 inh-2: 0.2; FXN GAA850 act: -0.6; ssDAF12 agonist: -1.1; PG9 binder: -1.6; NR1D1 modulator: 5; PLCb3 inh: -2; hgDAF-12 ag: 0.4

What do the screens show for `CCc1cc(=O)oc2c(CN3CCCC3)c(O)c(Cl)cc12`?
HGIII-sPLA2 inh: 0; DAX1 inh-1: 0.8; SMARCA2 activ: -2; hcDAF-12 act: -1.4; DAX1 inh-2: 2.7; FXN GAA850 act: -0.7; ssDAF12 agonist: -1.1; PG9 binder: 1.2; NR1D1 modulator: -3; PLCb3 inh: inactive; hgDAF-12 ag: 0.8

How did O=P(c1ccccc1)(c1ccccc1)c1ccccc1C(Br)Br do in these assays?
HGIII-sPLA2 inh: 6; DAX1 inh-1: -0.1; SMARCA2 activ: -6; hcDAF-12 act: -1.5; DAX1 inh-2: -0.2; FXN GAA850 act: 0.0; ssDAF12 agonist: -1.2; PG9 binder: 0.6; NR1D1 modulator: 2; PLCb3 inh: 4; hgDAF-12 ag: 1.1
